Compound activity: PubChem, several laboratories
NPY-Y2 antag: NPY-Y2 receptor antagonists, primary screen, cell-based. NPY-Y2 expressing cells, antagonist mode. inhibition, % at 2.7 µM. hit rate 0.99% among 140,000. AID 793, 2007; in the data active means inhibition above about 17%;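 further: 0% = vehicle with agonist challenge and 100% = reference antagonist with challenge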
Target sequence (P49146 whole entry, looked up): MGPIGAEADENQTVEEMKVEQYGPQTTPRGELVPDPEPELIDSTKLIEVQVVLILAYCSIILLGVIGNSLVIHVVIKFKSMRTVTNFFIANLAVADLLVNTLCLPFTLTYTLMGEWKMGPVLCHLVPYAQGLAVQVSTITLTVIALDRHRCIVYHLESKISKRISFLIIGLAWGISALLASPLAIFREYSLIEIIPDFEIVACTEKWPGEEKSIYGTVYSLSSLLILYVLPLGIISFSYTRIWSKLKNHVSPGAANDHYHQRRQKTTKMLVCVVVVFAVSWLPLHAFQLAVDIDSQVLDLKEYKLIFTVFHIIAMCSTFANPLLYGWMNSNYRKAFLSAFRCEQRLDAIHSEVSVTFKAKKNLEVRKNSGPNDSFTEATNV
Measles CPE: compounds protecting cells from measles virus cytopathic effect, primary screen, measles RdRp inhibitor project, single point, MLSMR library, absorbance | Measles virus-infected cells, CPE protection | protection (pct of control), % at 4 µM | hit rate 1.5% among 140,000 | AID 841, 2007; in the data active means protection mostly above about 24%, no sharp cut-off; inactive means mostly below about 26%; further: some compounds called inactive have numbers as strong as hits
GALR2 antag: GALR2 antagonists in receptor-expressing cells, primary screen. hit rate 0.39% among 140,000. inhibition, % at 4 µM. Galanin receptor type 2 (Homo sapiens), O43603. AID 828, 2007. antagonist mode; in the data active means inhibition above about 27%;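 further: cells stimulated with galanin 1-16 at roughly its EC80; 0% = agonist challenge control and 100% = basal control without agonist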
Target sequence (O43603 whole entry, looked up): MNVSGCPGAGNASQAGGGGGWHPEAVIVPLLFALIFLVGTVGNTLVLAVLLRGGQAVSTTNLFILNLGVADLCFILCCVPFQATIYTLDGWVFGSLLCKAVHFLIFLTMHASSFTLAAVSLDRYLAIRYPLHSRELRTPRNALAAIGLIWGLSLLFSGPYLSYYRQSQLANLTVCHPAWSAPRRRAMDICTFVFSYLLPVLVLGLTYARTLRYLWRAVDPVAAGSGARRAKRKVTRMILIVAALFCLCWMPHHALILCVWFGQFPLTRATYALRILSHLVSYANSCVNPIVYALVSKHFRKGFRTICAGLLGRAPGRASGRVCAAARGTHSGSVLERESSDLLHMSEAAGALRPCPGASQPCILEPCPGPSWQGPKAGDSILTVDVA
PTEN del growth: growth suppression of PTEN-null HCT116, primary screen, cell-based, CellTiter-Glo | HCT116 PTEN-null viability, 60 h; active compounds read low | viability, % at 10 µM | hit rate 1.2% among 140,000;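 active means viability at or below a set limit, 4 SD under the median of all tested compounds, cut at about 3.7% in these data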;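 further: PTEN knockout HCT116 line with beta catenin targeted HCT116 as companion control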
E-sel TNF inh: E-selectin induction blockers in HUVEC – imaging, immunofluorescence, high content, primary screen. HUVEC TNFa-induced E-selectin immunofluorescence. inhibition, % at 2 µM. hit rate 0.71% among 120,000;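 active means inhibition above the batch mean plus 3 SD, and confirmed as a hit on visual image review, cut at about 43% in these data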;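 further: 0% = TNF-stimulated DMSO wells and 100% = unstimulated control wells; not every result past the cut was called active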
MRP1 act: H69AR viability gain despite doxorubicin, primary screen, MRP-1 activator project, H69AR cells, CellTiter-Glo | viability rescue | viability increase, % at 10 µM | hit rate 0.61% among 140,000;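 active means viability gain under doxorubicin at or above a set limit, the compound median plus 3 SD, cut at about 4.7% in these data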;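 further: MRP-1 overexpressing cells given doxorubicin 25 µM after compound pretreatment; 18-22 h compound pretreatment then 72 h with doxorubicin before readout; 0% = doxorubicin-only wells and 100% = vehicle-treated cells without doxorubicin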
Phagocyt inh: inhibitors of macrophage phagocytosis, primary screen, imaging, J774A.1 cells, IgG beads | J774A.1 macrophage IgG-bead phagocytosis | inhibition, % at 5 µM | hit rate 0.07% among 110,000;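 active means inhibition above the mean of the plate negative controls plus 5 SD, cut at about 13% in these data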;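 further: phagocytic index as fraction of beads internalized from green versus red external bead signal; plate controls were DMSO negative control for no effect and cytochalasin-D positive control for full effect; some results beyond the cut were filed as inactive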
HCT116 bCat-KO: primary screen for growth suppressors in beta-catenin knockout HCT116 cells (colon tumor, human) | HCT116 beta-catenin knockout viability, CellTiter-Glo, 60 h; active compounds read low | viability, % at 10 µM | hit rate 1.5% among 140,000;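 active means viability at or under a set limit, the compound median less 4 SD, cut at about 6% in these data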;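 further: 0% = Hyamine 1622 control at 20 µM and 100% = untreated cell control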
Yeast growth inh: growth inhibitors of yeast BB579 in restrictive medium, primary screen, yeast lifespan-shortening project, S. cerevisiae. OD615, 48 h. inhibition, % at 10 µM. hit rate 0.51% among 140,000. AID 804, 2007;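 active means inhibition above a set limit, 3 SD over the mean compound inhibition, cut at about 44% in these data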; further: inactives centre near -24
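System: DeaD yeast strain BB579; buffer or medium: CSMM-D dextrose restrictive medium; technique: OD at 615 nm; schedule: 4 h cell preincubation, 48 h compound exposure, 30 °C humidified; doses: single 10 µM dose; controls: amphotericin B 10 µg/mL, positive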
Yeast lifespan up: compounds extending yeast replicative lifespan, primary screen, S. cerevisiae, OD615 | hit rate 0.68% among 130,000 | S. cerevisiae growth with nicotinamide; deaD strain in restrictive glucose medium | inhibition of the nicotinamide effect, % at 10 µM;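 active means inhibition above a set limit, placed 3 SD over the median of all compounds, cut at about 26% in these data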;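 further: 0% = nicotinamide-treated wells and 100% = cells grown without nicotinamide; some compounds called inactive have numbers as strong as hits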
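assay system = DeaD-strain S. cerevisiae | measured by = absorbance at 615 nm | probe or stimulus = nicotinamide 1.5 mM | buffer or medium = CSMM-D glucose medium, restrictive | times = 48 h at 30 °C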
Starred values were filed as active, the others as inactive; · = not tested or not shown; & = joins results of further samples.

SMILES	NPY-Y2 antag	Measles CPE	GALR2 antag	PTEN del growth	E-sel TNF inh	MRP1 act	Phagocyt inh	HCT116 bCat-KO	Yeast growth inh	Yeast lifespan up
O=C(CN(c1ccc2c(c1)OCCO2)S(=O)(=O)c1ccccc1)Nc1ccc2c(c1)OCO2	3	7	-4	64	17	-3.1	-2	74	-55	-19
O=C(NNC(=O)c1ccc([N+](=O)[O-])cc1Cl)c1ccncc1	1	23	-2	97	11	-0.6	-10	93	-31	7
CCn1c(SCC(=O)Nc2ccc3c(c2)OCO3)nc2c1c(=O)n(C)c(=O)n2C	2	5	-9	93	·	-3.2	-3	105	-3	-14
O=C(/C=C/c1ccccc1)NC(=S)Nc1ccc(N2CCOCC2)cc1	5	10	-5	81	19	-4.0	-2	87	-19	-21
Cc1ccc(S(=O)(=O)N(CC(=O)NCc2ccco2)Cc2ccccc2F)cc1	-1	11	0	98	-4	-0.1	-1	91	-50	3
S=C(Nc1ccccc1Oc1ccccc1)Nc1cccc(Cl)c1Cl	0	6	9	86	-17	-4.2	-6	79	27	1
NS(=O)(=O)c1ccc(CCNC(=O)NC2(C(F)(F)F)Oc3ccccc3O2)cc1	0	12	9	68	-31	-4.8	·	54	-35	-3
CCN1C(=O)/C(=C2/SC(C)=C(C)N2CC)SC1=S	0	15	3	87	7	-1.9	0	92	-32	-26
CCN(CC(=O)NC(C)C)C(=O)CCNC(=O)c1ccc(Cl)cc1	6	9	2	112	·	0.1	-5	114	-88	-3
CCOC(=O)Cc1csc(N/C(=N/S(=O)(=O)c2ccc(F)cc2F)c2ccccc2)n1	8	10	4	90	30	-1.5	-9	87	-30	5
O=C(Nc1ccccc1O)c1ccc(Cl)cc1	1	4	-2	67	3	-6.0	-1	63	-25	-24
Cc1nc2sc(C(c3cccs3)N3CCN(c4cccc(Cl)c4)CC3)c(O)n2n1 (centres undefined)	2	17	11	76	-12	0.6	·	84	7	-11
FCCCOc1ccc(-c2nccc(-c3ccc(Cl)cc3)n2)cc1	5	23	6	102	4	0.6	0	109	-47	-3
CCOC(=O)CSc1nc(C)cc(C)c1C#N	-1	4	9	103	-4	0.9	-1	101	3	-8
COc1ccc(S(=O)(=O)N(CCCN2CCCC2=O)Cc2cc3c(C)ccc(C)c3[nH]c2=O)cc1	1	7	11	88	12	-2.6	0	86	-18	-24
CCOC(=O)Cc1csc(NC(=O)Nc2ccccc2)n1	2	4	15	57	-34	-3.1	·	51	-28	·
CC(=O)N1CCN(CC(O)COc2ccc(OCc3ccccc3)cc2)CC1 (centres undefined)	3	18	-9	87	-1	-2.5	-2	78	-37	-5
FC(F)(F)C1=CC(c2ccc(Cl)cc2)=NCCN1	6	21	-3	90	2	-3.1	0	92	-21	-7
COCCCn1c2nc3ccccc3nc2c2c(=O)n(Cc3ccc(Cl)cc3)cnc21	7	3	-10	49	8	-3.5	0	60	-18	-8
Cc1c(NC(=O)CSc2nc(-c3ccco3)cc(C(F)(F)F)n2)c(=O)n(-c2ccccc2)n1C	0	6	-3	96	-25	-2.1	-5	100	2	-9
Cc1ccc(-c2nn(-c3ccccc3)cc2CN(Cc2ccccc2)C(=O)CCC(=O)O)o1	1	36	-5	93	-8	-0.9	1	92	-29	9
CCN(CC)S(=O)(=O)c1ccc(NC(=O)C(OC)c2ccccc2)cc1 (centres undefined)	-1	25	5	107	1	-0.7	-2	98	-53	1
CN(C(=O)Nc1ccc(S(=O)(=O)N(C)C)cc1)C1CCCCC1	0	15	-8	94	-8	-3.6	2	92	7	-23
Cc1cccc(NC(=O)c2ccccc2NC(=O)C(C)(C)C)n1	0	13	6	86	-10	-0.5	0	98	7	-10
O=C(Cc1ccccc1)Nc1ccccc1N1CCOCC1	4	0	6	87	5	-2.6	·	85	-35	1

A section from further up:
SMILES	NPY-Y2 antag	Measles CPE	GALR2 antag	PTEN del growth	E-sel TNF inh	MRP1 act	Phagocyt inh	HCT116 bCat-KO	Yeast growth inh	Yeast lifespan up
FC(F)(F)C1=CC(c2ccc(Cl)cc2)=NCCN1	6	21	-3	90	2	-3.1	0	92	-21	-7
COCCCn1c2nc3ccccc3nc2c2c(=O)n(Cc3ccc(Cl)cc3)cnc21	7	3	-10	49	8	-3.5	0	60	-18	-8

Continued:
SMILES	NPY-Y2 antag	Measles CPE	GALR2 antag	PTEN del growth	E-sel TNF inh	MRP1 act	Phagocyt inh	HCT116 bCat-KO	Yeast growth inh	Yeast lifespan up
O=C(Cn1c(=O)n(CC2CCCO2)c(=O)c2ccccc21)c1ccccc1 (centres undefined)	-4	11	-2	93	1	-0.5	·	89	-28	-1
NC(=NCCc1c[nH]c2ccccc12)NS(=O)(=O)c1ccc2ccccc2c1	4	18	13	63	·	-1.5	-2	76	-45	-6
O=[N+]([O-])c1ccccc1-c1cc(-c2cc(Cl)ccc2O)n[nH]1	-8	33	10	19	·	-4.8	-6	32	96*	-7
O=C(O)c1ccc2c(c1)CC(c1ccccc1)OC2=O (centres undefined)	1	4	-3	86	-8	-1.6	·	86	-25	-13
N#C/C(=N\Nc1ccc(Cl)cc1)C(=N)N1CCCCC1	-7	4	26	69	-4	0.3	2	68	-21	0
CCn1c(SCc2nc(CC(=O)Nc3ccccc3OC)no2)nnc1-c1cccs1	3	·	-2	96	100*	-2.6	1	89	-56	-10
CCOC(=O)C1=C(c2ccccc2)N(C)C(=O)NC1c1ccc(O)c(OC)c1 (centres undefined)	0	7	6	96	66*	-2.0	-3	94	-25	-11
Cc1cc2nnc(SCC(=O)NCc3cccs3)n2c2ccccc12	7	8	-6	30	41	-3.9	1	31	-31	-4
CNc1nc2c3ccccc3n(C(C)=O)c2s1	-5	3	-7	81	9	-1.7	0	84	-11	-15
Cc1ccc2[nH]ccc(=O)c2c1	3	9	-6	100	-8	-1.8	·	90	-38	1
COc1ccc(-c2csc3ncnc(Oc4cccc5ccc(C)nc45)c23)cc1	4	16	12	45	89*	-1.7	-10	50	-27	22
COC(=O)c1ccc(CSc2nnc(-c3ccncc3)o2)o1	2	14	-3	95	1	-1.5	1	95	-13	·
Cc1ccc2nc(C3CCN(CC(=O)Nc4ccc5c(c4)OCCO5)CC3)[nH]c2c1	-3	12	-1	85	·	-1.1	-1	74	-23	-3
CCCS(=O)(=O)N1CCC(C(=O)NCCCOCC)CC1	-1	13	3	97	·	-4.1	2	92	19	-2
COc1ccc(/C=N/Nc2c(Cl)cc(Cl)cc2Cl)cc1CN1CCOCC1	1	12	-3	85	·	-2.6	-2	86	-4	-3
COc1ccccc1C(=O)N1CCN=C1c1ccccc1	3	17	-7	102	16	-0.3	1	99	-3	-12
Cc1nc(SCC(=O)c2c[nH]c3ccccc23)n[nH]1	2	6	-10	96	4	-1.1	-1	101	-25	0
O=C(NCCN1CCOCC1)c1cc(Cl)ccc1[N+](=O)[O-]	2	32*	5	105	·	2.9	-7	101	-38	0
COc1cc(C(=S)N2CCC(C(N)=O)CC2)ccc1O	1	4	-2	107	3	-0.6	2	104	-55	-13
Cn1nc(C(F)(F)F)c(C#N)c1N1CCN(c2ccccc2)CC1	2	3	-6	80	-2	-1.4	2	73	-33	-4
CCOC(=O)C1=C(C)NC(C)=C(C(=O)OCC)C1c1ccc(O)cc1	1	17	3	103	·	-2.7	3	102	-27	-24
CCc1nnc(NC(=O)CSc2nnc(-c3c[nH]c4ccccc34)n2CC)s1	-1	28	4	87	·	-3.5	-2	91	-52	-4
O=C(COC(=O)C1CCCN1C(=O)c1cccs1)c1ccccc1 (centres undefined)	0	1	-6	107	·	-0.5	-1	94	-8	-7
C=C(C(=O)c1ccccc1)C(C)CC(=O)c1ccccc1 (centres undefined)	3	8	14	1.5*	·	-5.1	-9	2.1*	-17	34*
O=C(CSCc1ccc(Cl)cc1)Nc1cccc(C(=O)Nc2ccccc2C(=O)O)c1	2	4	-6	105	5	-1.0	0	91	-43	-15
The results go on.
SMILES	NPY-Y2 antag	Measles CPE	GALR2 antag	PTEN del growth	E-sel TNF inh	MRP1 act	Phagocyt inh	HCT116 bCat-KO	Yeast growth inh	Yeast lifespan up
O=C1Cc2ccccc2Sc2ccc(O)cc21	0	5	13	99	·	-3.4	-4	104	-12	-7
CC(C)C(NC(=O)c1ccccc1Cl)C(=O)OCc1nc2scc(-c3ccccc3Cl)c2c(=O)[nH]1 (centres undefined)	3	2	5	96	14	-1.9	-3	81	-34	1
CCOc1ccc(-n2nnc3c(=O)n(CC(=O)c4ccccc4)cnc32)cc1	11	·	6	·	-4	·	-1	·	·	·
FC(F)(F)c1cccc(N2Cc3ccccc3C2)c1	-2	10	1	107	-13	0.5	·	104	-51	-12
Cc1cc(-c2csc(N)n2)c(C)n1-c1ccc(Cl)c(Cl)c1	0	3	5	73	·	-3.1	-3	81	-50	-9
CCNC(=O)/C(C#N)=C/c1c(N(Cc2ccccc2)Cc2ccccc2)nc2ccccn2c1=O	1	7	-6	40	·	-5.7	-10	45	-3	0
COc1ccc2nc(SCc3ccccc3C)nc(C)c2c1	7	24	7	96	·	1.9	-7	97	-2	4
C[n+]1ccccc1/C=N/O	6&1	15&35	11&0	96&101	·	0.3&-0.8	·	94&100	-38&-60	7&3
Cc1nc2ccccc2c(=O)n1/N=C/c1ccncc1	3	4	1	95	-11	-0.2	0	100	-35	-7
Cc1ccc(C(=O)Nc2ccccc2N2CCN(C(=O)C(C)C)CC2)cc1	4	6	1	75	-2	-1.9	-1	83	-58	-4
COc1cc(/C=C/C(=O)NC(C)CCc2ccccc2)cc(OC)c1OC (centres undefined)	5	6	-1	87	14	-1.5	17	85	-8	2
COc1ccccc1OCC(=O)N(Cc1nc(-c2ccc(Cl)cc2)no1)C(C)C	6	4	-7	82	14	1.0	0	84	-18	-8
O=[N+]([O-])C1=CC=C2C(=NC3(CCCCC3)N2O)C1=NCCO	6	24	-18	99	-74	1.9	·	95	-47	0
N#Cc1ccc(-c2ccc(F)cc2)nc1Oc1ccc(Cl)c(Cl)c1	1	3	-11	1.7*	-1	-6.6	1	2.0*	-31	-20
CC(C)NS(=O)(=O)c1ccc(OCC(=O)Nc2ccc3c(c2)OCCO3)cc1	1	11	21	92	10	-2.2	4	94	-20	2
CCCCNS(=O)(=O)c1ccc(S(=O)(=O)n2cnc3ccccc32)cc1	3	1	2	89	0	-1.1	·	89	-19	·
O=C(O)CN1C(=O)CSc2ccccc21	6	44	-4	95	·	-4.2	·	105	5	1
CCOc1nc(-c2ccc(C)cc2)ccc1-c1noc(COC)n1	0	23	-13	77	3	-0.9	-2	87	-37	-21
Cc1ccc(NS(=O)(=O)c2c(C)[nH]c(=O)[nH]c2=O)cc1C	0	5	-6	96	11	-0.5	0	102	-32	-5
COC(=O)C(Cc1cnc[nH]1)NC(=O)C1CCC(=O)N1 (centres undefined)	3	3	2	92	-8	-3.2	0	89	-8	-15

No enrichment for hits; any-hit rate near 6.1%.
